TTR transcr act – TTR transcription activators in neuroblastoma reporter cells, primary screen, cell-based, luminescence, SH-SY5Y, TTR promoter Gaussia luciferase. 92,000 tested, 1.3% active. activation, % at 16.7 µM. 100% = recombinant luciferase protein wells;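 active = activation above the mean of all tested compounds plus 3 SD, cut at about 9.5% in these data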;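 also: cells exposed to compounds for one day before reading; 0% = median of all test compound wells on the plate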
* hit, by the source's call. This is a subset; the hit share may differ from the screen's.

SMILES	TTR transcr act
COC(=O)c1ccc2nc(-c3ccc(F)cc3)c(Cc3ccsc3)n2c1	-1.5
Cc1ccc(N(Cc2cc3cc(C)ccc3[nH]c2=O)C(=O)c2cccs2)cc1	3.8
O=C(O)c1ccc(N/N=C/c2ccc(C(F)(F)F)cc2)cc1	0.9
Cc1cc(NC(=O)c2c(Cl)cnn2C)no1	6.3
O=C(Cn1cc(C(F)(F)F)ccc1=O)N/N=C/c1ccc(O)cc1	0.8
Cc1ccccc1CN1CCCCC(NC(=O)c2ccc(F)cc2)C1=O (stereo unspecified)	-1.9
O=C(Cc1nc(-c2cnccn2)no1)NNC(=O)Nc1ccccc1	-0.1
CC(C)(C)c1cc(C(=O)N2CCN(c3ncccn3)CC2)ccn1	-0.2
Cc1cc(CNC(=O)COc2ccc(F)cc2)c2ccccc2n1	-1.0
Cc1cccc(C)c1NC(=O)CN1C(=O)N(C)Cc2ccccc21	-0.6
CC(=O)NS(=O)(=O)c1ccc(NC(=S)NC(=O)Cc2ccccc2)cc1	-0.5
CCCNC(=O)CN(c1cccc(F)c1)S(C)(=O)=O	0.3
COCCn1c(SC(C)C(=O)NCC2CCCO2)nc2sc3c(c2c1=O)CCC3 (stereo unspecified)	-1.1
Cc1ccc(C(=O)NC(=S)NNS(=O)(=O)c2ccc(C)cc2)cc1	5.8
CC1(C(=O)NS(=O)(=O)C2CC2)CCCN(C(=O)c2ccco2)C1 (stereo unspecified)	2.5
O=C(CC12CC3CC(CC(C3)C1)C2)N/N=C\c1ccc[nH]1	1.5
O=C(/C=C/Nc1ccc(F)cc1F)c1ccc(Br)cc1	0.9
O=C(CN1CCN(c2ccccc2F)CC1)Nc1ccc2c(c1)CCC2	1.8
CCOC(=O)C1CCN(Cc2nnnn2CCc2ccccc2)CC1	1.0
COc1cccc(C(O)c2nccn2Cc2ccccc2)c1OC (stereo unspecified)	1.0
COc1ccc(Cn2cc(COC(=O)NCCc3c[nH]c4ccccc34)nn2)cc1	1.7
Cc1cccc(-c2cc3nc(C)cc(NCCCn4ccnc4)n3n2)c1	0.5
O=[N+]([O-])c1ccc(OCc2n[nH]c(=S)n2-c2ccccc2)cc1	0.8
CCOC(=O)C1CCCN(C(=O)c2ccc3oc(Cc4ccccc4)nc3c2)C1 (stereo unspecified)	1.2
CNS(=O)(=O)c1ccc2nc(NC(=O)/C=C/c3ccco3)sc2c1	0.6
CN(C)S(=O)(=O)c1cc(NC(=O)CSc2cccc[n+]2[O-])ccc1Cl	0.9
O=C(CSc1nnc(-c2ccco2)n1Cc1ccco1)N1CCOCC1	4.7
CC(C)Cc1nnc(NC(=O)CSc2nc(N)cc(=O)[nH]2)s1	-1.1
CCN(CC)C(=O)c1sc(NC(=O)c2c(OC)cccc2OC)c(C#N)c1C	-0.8
C=C(C)CNC(=S)N/N=C1\CCCCc2ccccc21	1.8
CC(C)C(=O)N1C2CCC1CC(O)(c1ccc(F)cc1)C2 (stereo unspecified)	0.6
COc1ccc(CCN(C)C(=O)CCc2nnc(-c3ccccc3)o2)cc1OC	0.2
Cc1ccc(NC(=O)CN2CCN(S(=O)(=O)c3ccc(F)cc3)CC2)cc1C	1.9
Cc1ccc2nc(-c3ccc4c(c3)NC(=O)CO4)cn2c1	-2.9
O=C(CN1C(=O)NC(CCc2ccccc2)C1=O)Nc1cccc(Br)c1 (stereo unspecified)	1.3
CCOc1ccccc1NC(=O)c1cccc2ccccc12	2.5
CCOC(=O)C1(C)CCN1C(=O)c1csnn1 (stereo unspecified)	1.3
Cc1ccc(C(=O)Nc2ccc(N3CCN(C)CC3)cc2)cc1	3.6
CC(C)CCNC(=O)[C@@H](Cc1ccccc1)NC(=O)CC[C@H]1O[C@@H](n2ccc(=O)[nH]c2=O)[C@H](O)[C@@H]1O	-0.2
CS(=O)(=O)N(CC(=O)N1CCc2ccccc2C1)c1cccc([N+](=O)[O-])c1	-0.1
CC1(C)CCSC(/C=C/c2ccccc2)=N1	-1.1
Cc1oc2cc(OC(=O)c3ccco3)ccc2c(=O)c1-c1nc2ccccc2n1C	2.8
CCC1Nc2ncnc(N3CCCCC3)c2N(Cc2ccc(C)cc2)C1=O (stereo unspecified)	2.5
Cc1ccccc1C(=O)N1CCC(C(=O)NN2C(=O)NC3(CCCCC3)C2=O)CC1	4.2
CCCN1CCN(C(=O)c2c(Cl)cnn2C)CC1	1.6
Cc1ccc(N2C(=O)CSC2c2ccc3c(c2)OCO3)cc1 (stereo unspecified)	-1.7
CCOC(=O)c1cnc2c(CC)cccc2c1NCCCN1CCOCC1	-0.8
CC(=O)Nc1nonc1C(=O)N1CCC(C)CC1	8.0
COc1nc(NC2CCCCC2)nc(NC(C)(C)C)n1	-0.7
Fc1ccc(-c2nc(-c3cccs3)[nH]c2-c2ccc(F)cc2)cc1	-1.2
N#C/C(=C(/O)COC(=O)c1cccnc1Cl)c1nc2ccccc2[nH]1	4.2
CN(C)c1ccc(/C=C(\C#N)C(=O)Nc2nc3c(s2)CCN(Cc2ccccc2)C3)cc1	-1.9
CC(=O)OCC(OC(C)=O)C(OC(C)=O)C(OC(C)=O)C(=O)Nc1cccc(C)c1 (stereo unspecified)	-0.8
CC1CCCc2sc3ncn(N)c(=N)c3c21 (stereo unspecified)	-2.3
COc1cc(C(=O)NNC(=O)CNC(=O)c2ccc(Br)o2)cc(OC)c1OC	1.6
COc1cccc(-c2nc(CS(=O)(=O)CC(=O)NCCc3ccc(OC)cc3OC)c(C)o2)c1	-1.4
Cn1ncc(SCc2ccccc2)c(Cl)c1=O	-2.4
CN1CCC(N[C@@H](Cc2ccccc2)C(=O)NCCCc2ccccc2)(C(=O)NCCc2c[nH]c3ccccc23)CC1	5.0
O=C(CCc1ccccc1)N/N=C/c1cccc([N+](=O)[O-])c1	0.5
COC(=O)c1ccc(COc2ccc(C=O)cc2)o1	4.0
Further entries
SMILES	TTR transcr act
CC(C)(C)C(C(=O)n1cccc1C#N)c1ccccc1 (stereo unspecified)	-3.3
O=C(CCc1nc(-c2cccs2)no1)NCc1ccc(F)cc1Cl	-1.1
COc1cc2c(cc1OC)C(C(=O)NC(C)c1ccccc1)CC(=O)N2 (stereo unspecified)	-0.9
COc1ccc(C(CC(=O)c2ccccc2)CC(=O)c2ccccc2)cc1	0.0
CCOc1ccc(-c2cc(CCCC(=O)NCCC(C)C)no2)cc1	-0.5
CCOC(=O)Nc1ccc(C)cc1Br	1.6
COc1ccc(NC(=O)O[C@@H](C)[C@@H]2CN3CCc4c([nH]c5ccc(-c6ccc(OC)cc6)cc45)[C@@H]3C[C@@H]2N(C)C(=O)Nc2ccc(OC)cc2)cc1	-0.3
CS/C(=N\S(=O)(=O)c1cccs1)Nc1ccc(Cl)cc1	-0.6
Cc1csc(-c2nc3ccccc3n2C(C(=O)Nc2c(C)cccc2C)C2CC2)c1 (stereo unspecified)	-0.7
COCc1c(C(=O)OCC(=O)c2ccc[nH]2)oc2ccccc12	0.5
CN(C)c1ccc(/C=N/NC(=O)c2nnn(-c3nonc3N)c2CN2CCCCCC2)cc1	9.0
CCOC(=O)C1=C(CNCCOc2ccc(OC)cc2)NC(=O)NC1c1ccc2c(c1)OCO2 (stereo unspecified)	-0.7
Cc1ccc(OCC(=O)Nc2cc(C)on2)c([N+](=O)[O-])n1	-1.5
O=c1[nH]c(-c2ccccc2)nn1-c1ccc(Br)cc1Br	3.0
CCOC(CNC(=O)C(=O)Nc1cc2c3c(c1)CCN3C(=O)CC2)OCC	-0.3
COc1ccccc1C(=O)NNC(=O)c1ccccc1[N+](=O)[O-]	2.7
COc1cc(-c2nnc(SCC(=O)Nc3ccc(C(=O)O)cc3)o2)cc(OC)c1OC	0.2
O=C(NCC1CC1)c1ccc2sc([C@H]3C[C@H](O)[C@@H](CO)O3)nc2c1	-0.4
COCCN(C(=S)Nc1c(C)cc(C)cc1C)C(C)c1cccs1 (stereo unspecified)	-2.9
CCN1CCN(C(=O)c2ccc(Cl)c(S(=O)(=O)N3CCOCC3)c2)CC1	-1.3
CCOC(=O)c1c(NC(=O)COC(=O)c2cccc([N+](=O)[O-])c2)sc(C(=O)N(C)C)c1C	2.5
COCCNC(=O)C(=O)NCC1OCCN1S(=O)(=O)c1ccc(F)cc1 (stereo unspecified)	1.0
Cc1cc(-c2ccccc2)c2c(n1)sc1c(O)cc(=O)[nH]c12	0.9
O=c1c2ccccc2c(-c2ccccc2)nn1-c1cc(Cl)ccc1[N+](=O)[O-]	-0.6
CCCCCCNC(=O)CCNC(=O)c1cc(OC)c(OC)c(OC)c1	-0.6
C[C@H]1CN([C@@H](C)CO)S(=O)(=O)c2ccc(C#CC(C)(C)O)cc2O[C@H]1CN(C)Cc1ccccc1	-0.2
Cc1ccc(S(=O)(=O)NCC(=O)OCc2ccccc2)cc1	-1.6
O=C1c2cc(CO)cc(O)c2C(=O)c2c(O[C@@H]3OC(CO)[C@@H](O)[C@@H](O)[C@@H]3O)cccc21 (stereo partly specified)	-1.3
CCN(C(=O)c1ccc(S(=O)(=O)N2CCCC2)cc1)C1CCS(=O)(=O)C1 (stereo unspecified)	2.9
Cc1cc(C(=O)NC2CCCN(Cc3ccccc3F)C2)n[nH]1 (stereo unspecified)	1.4
O=C(NCc1ccccn1)C1CCC(=O)N1C1CCCCC1 (stereo unspecified)	-1.7
CC(=O)N/C(=C\c1ccccc1)C(=O)OCC(=O)N(CC(C)C)c1c(N)n(Cc2ccccc2)c(=O)[nH]c1=O	1.3
COCCNC(=O)CCc1nnc2ccc(N3CCC(C)CC3)nn12	-0.4
CCOC(=O)CN1CC23C=CC(O2)C(C(=O)Nc2ccc(OCC)cc2)C3C1=O (stereo unspecified)	2.8
CC(/C=C/c1ccccc1)=N\NC(=O)c1cc(C)nc2ccccc12	4.0
CC(C)(C)NC(=O)C1(C)CCC(=O)N1CC(F)(F)F (stereo unspecified)	0.1
CCOc1ccc(NC(=O)CN2CCN(CC(=O)Nc3ccccc3OC)CC2)cc1	-2.3
CC(CCc1ccccn1)C(=O)C(C)CCc1ccccn1 (stereo unspecified)	0.9
CSc1nn2c(C)c(C)c(C)nc2c1C#N	-1.8
Cc1ccccc1/C(N)=N/OC(=O)c1cccs1	0.8
CCCNC(=O)c1ccc(CNc2c(N3CCC(C(=O)OCC)CC3)c(=O)c2=O)cc1	-0.1
O=C(CNC(=O)[C@@H]1Cc2ccccc2CN1)Nc1ccc2c(c1)OCO2	0.1
COC(=O)Cc1c(O)ccn(C2CC2)c1=O	4.5
CC(C)(C)CN1CCNC(=O)C1CC(=O)NCCN1CCCc2ccccc21 (stereo unspecified)	3.0
Cn1c(=O)cc(NCc2ccccc2)[nH]c1=O	1.0
CCn1cc(/C=C/C(=O)Nc2ccn(Cc3c(F)c(F)cc(F)c3F)n2)cn1	-1.6
COc1ccc2cc3c(nc2c1)OCC3	0.2
Oc1c(C=Nc2ccc(Cl)cn2)sc2ccccc12	-1.0
O=S(=O)(Nc1ccc(C(O)(C(F)(F)F)C(F)(F)F)cc1)c1cccs1	0.5
CCNc1nc(NCC)nc(C(=O)OCCO)n1	0.8
CSc1ccc(CCNC(=O)CN2C(=O)c3cccnc3Oc3ccc(C)cc32)cc1	1.1
COc1ccc2c(c1)C(c1ccc(Cl)cc1)NC(=O)C2 (stereo unspecified)	3.9
CCOC(=O)NC(=O)/C(C=Nc1ccc(Cl)cc1)=C(\C)O	-1.2
Cc1noc(C)c1C(=O)N1CCN(S(=O)(=O)c2cccs2)CC1	3.3
COc1cccc(C(=O)CC(C(=O)O)c2ccc(F)cc2)c1 (stereo unspecified)	1.7
CC(=O)N=C1SC2CS(=O)(=O)CC2N1Cc1ccc(C)cc1 (stereo unspecified)	-1.4
Nc1c(S(=O)(=O)c2ccccc2)c2nc3ccccc3nc2n1CCN1CCOCC1	0.9
Cc1noc(/C=C/c2cccs2)c1S(=O)(=O)N1CCC(C(=O)NCCCN2CCC(C)CC2)CC1	-1.8
CCN(CC)S(=O)(=O)c1ccc(OC)c(NC(=O)c2cc(=O)[nH]c3ccccc23)c1	-0.5
CCc1c(-c2ccccc2F)ncn1Cc1cccc(-c2ccccc2)c1	0.9
CCOC(=O)NC(=O)c1cn(N(C)c2ncc(C(F)(F)F)cc2Cl)c(=O)[nH]c1=O	0.9
O=C(COC(=O)Cc1ccccc1F)Nc1cc(S(=O)(=O)N2CCOCC2)ccc1N1CCCC1	1.1
Cc1cc2nc(-c3ccc(F)cc3)c(Cc3ccccc3)n2c(C)c1Br	0.0

Structural class, the entries above with two or more sulfur atoms.
SMILES	TTR transcr act
CC(=O)NS(=O)(=O)c1ccc(NC(=S)NC(=O)Cc2ccccc2)cc1	-0.5
COCCn1c(SC(C)C(=O)NCC2CCCO2)nc2sc3c(c2c1=O)CCC3 (stereo unspecified)	-1.1
Cc1ccc(C(=O)NC(=S)NNS(=O)(=O)c2ccc(C)cc2)cc1	5.8
CNS(=O)(=O)c1ccc2nc(NC(=O)/C=C/c3ccco3)sc2c1	0.6
CN(C)S(=O)(=O)c1cc(NC(=O)CSc2cccc[n+]2[O-])ccc1Cl	0.9
CC(C)Cc1nnc(NC(=O)CSc2nc(N)cc(=O)[nH]2)s1	-1.1
CS/C(=N\S(=O)(=O)c1cccs1)Nc1ccc(Cl)cc1	-0.6
COCCN(C(=S)Nc1c(C)cc(C)cc1C)C(C)c1cccs1 (stereo unspecified)	-2.9
CCN(C(=O)c1ccc(S(=O)(=O)N2CCCC2)cc1)C1CCS(=O)(=O)C1 (stereo unspecified)	2.9
O=S(=O)(Nc1ccc(C(O)(C(F)(F)F)C(F)(F)F)cc1)c1cccs1	0.5
Cc1noc(C)c1C(=O)N1CCN(S(=O)(=O)c2cccs2)CC1	3.3
CC(=O)N=C1SC2CS(=O)(=O)CC2N1Cc1ccc(C)cc1 (stereo unspecified)	-1.4
Cc1noc(/C=C/c2cccs2)c1S(=O)(=O)N1CCC(C(=O)NCCCN2CCC(C)CC2)CC1	-1.8

3 records drawn at random from the list so far, as already listed:
SMILES	TTR transcr act
CC(=O)N=C1SC2CS(=O)(=O)CC2N1Cc1ccc(C)cc1 (stereo unspecified)	-1.4
COc1ccc2c(c1)C(c1ccc(Cl)cc1)NC(=O)C2 (stereo unspecified)	3.9
CCn1cc(/C=C/C(=O)Nc2ccn(Cc3c(F)c(F)cc(F)c3F)n2)cn1	-1.6

Compound activity from PubChem BioAssay.
